# aSyn tox rescue – qHTS of alpha-syn Inhibitors: NCGC Sytravon Library Screen; S. cerevisiae alpha-synuclein toxicity rescue, BacTiter-Glo growth, 24 h; Potency, µM (titrated, usually from 46.1 µM), without a hit: at the top dose growth rescue (activation), actives largely listed as activators; 0.02% of 94,000 active; AID 1347070, 2019; active = well fitted activation curve with a large enough effect; inconclusive = small, poorly fitted or top-dose-only effect; also: 0% is about no effect
#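 Growth restoration measured by BacTiter-Glo luminescence after 24 hr at 30 deg C; alpha-synuclein yeast, raffinose-pregrown to mid-log, were added at OD600=0.02 in galactose medium onto pinned compounds.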
# * marks the source's active call; other numbers are inactive results; ? = inconclusive; & = joins results of further samples; [ ] = dose if it differs, or a comment. Potency is read from the fitted curve at half-maximal effect. These rows are one share of the data. The share of hits here may be higher or lower than overall.
item	structure	aSyn tox rescue
1	COc1cccc(Nc2cc(C)nc3nc(-c4ccc(Cl)cc4)nn23)c1	3%
2	Cc1ccc(N(CC(=O)NCc2ccco2)C(=O)CCC(=O)Nc2nccs2)cc1	-6%
3	COC(=O)c1ccc(NC(=O)CN(CCc2ccccc2)S(=O)(=O)c2ccc(OC)cc2)cc1	29%
4	COc1ccc(C)cc1NC(=O)CCNS(=O)(=O)c1cccc(C(F)(F)F)c1	-3%
5	CN1C(=O)C(N=Nc2ccccc2C(=O)O)N(C)C1=S (stereo not given)	-1%
6	O=C(CN1CCN(Cc2ccc(Cl)cc2)CC1)N1CCc2ccccc21	13%
7	Cc1cccc(N2CCN(S(=O)(=O)c3c(C)nc4scc(C)n4c3=O)CC2C)c1 (stereo not given)	2%&-8%
8	Cc1ccc(Cn2c(C(=O)O)c(CNCc3ccc(C)o3)c3ccc(C)cc32)cc1	-6%
9	Nc1[nH]n(-c2ccccc2)c(=O)c1N=Nc1ccccc1	-14%
10	COc1ccc(CCNC(=O)C(=O)c2cn(CC(=O)N3CCCC3)c3ccccc23)cc1	24%
11	COc1ccc(/C=C/C(=O)c2cc3cccc(OC)c3oc2=O)cc1	1%
12	O=C(NCCSCc1c(F)cccc1Cl)Nc1ccccc1	-9%
13	COc1cc(NC(=O)c2sc3ncn(CC(=O)N4CCCCC4C)c(=O)c3c2C)cc(OC)c1OC (stereo not given)	3%
14	Cc1ccc(CNC(=O)c2ccc(Cn3c(=O)c4ccccc4n(CC(=O)Nc4c(C)cc(C)cc4C)c3=O)cc2)cc1	0%
15	CCN(CCNC(=O)CCCn1nc(C)n2c(cc3sccc32)c1=O)c1ccccc1	-4%
16	COc1ccc(NC(=O)c2cccc(S(=O)(=O)NCc3ccco3)c2)c(OC)c1	-45%[inhibitor]
17	COc1cc(OC)c(C2Nc3c(C)cccc3-c3cc(C)nn32)cc1OC (stereo not given)	-9%
18	CCN(CC)C(=O)Nc1ccc(Br)cc1	-1%
19	O=C(Nc1ccc(Cl)cc1)N1CCC(c2ccccc2)C1 (stereo not given)	-1%&-18%
20	CCN(C(=O)c1cccnc1SC)C12CC3CC(CC(C3)C1)C2	19%
21	Cc1ccc(OCCC(=O)OCC(=O)NCCc2ccc(Cl)cc2)cc1	-2%
22	Cc1ccc(NC(=O)CNCc2ccc(Cl)cc2Cl)cc1S(=O)(=O)N(C)C	-2%
23	Cc1ccc2c(=O)n3c(nc2c1)C(CC(C)C)NC(=O)c1cccnc1-3 (stereo not given)	-10%
24	CCN(CC)C(=O)c1c(NC(=O)c2ccccc2F)sc2c1CCC(C(C)(C)C)C2 (stereo not given)	8%
25	COc1ccc(-c2cc(C)no2)cc1S(=O)(=O)N1CCOc2ccccc21	-13%
26	CNC(=O)COC(=O)Cc1ccc(Cl)cc1	-9%
27	Nc1nc(N=Nc2ccc(O)cc2)cc(=O)[nH]1	-15%
28	CCOc1ccccc1NC(=O)CSc1nc(=O)n(Cc2ccccn2)c2c1CCC2	-1%
29	CC(=O)Oc1ccc(N(C(C)=O)S(=O)(=O)c2ccccc2)c2ccccc12	6%
30	CCC1CCCCN1C(=O)Cn1c(=O)cc(C(F)(F)F)c2c(C)nn(C)c21 (stereo not given)	12%
31	C[C@H]1CN([C@@H](C)CO)C(=O)CCCn2cc(nn2)CO[C@@H]1CN(C)C(=O)Nc1cccc2ccccc12	28%
32	Cc1nc(N(C)Cc2ccccc2)c2c(C)c(C)sc2n1	?
33	O=C(O)c1ccc2ncc(NC(=O)c3ccc(F)cc3)c(=O)n2c1	6%
34	COc1cc(C(=O)OCc2csc(CC(=O)Nc3ccccc3C)n2)ccc1OCC(C)C	18%
35	O=C(CN(Cc1ccco1)C(=O)CNS(=O)(=O)c1ccc(F)cc1)NCc1ccco1	-19%
36	COC(=O)c1ccccc1NC(=O)c1ccc2c(c1)CCN2S(=O)(=O)c1ccc(C)cc1	4%
37	O=C(CSCc1ccc(F)cc1)N1CCN(c2ccc(Cl)cc2)CC1	?
38	COc1cccc(OCCn2c(-c3ccc(Br)cc3)nc3ccccc3c2=O)c1	-8%
39	CCN(CCCNC(=O)c1cc2cc3ccc(C)cc3nc2s1)c1ccccc1	-10%
40	C/C(=N\NC(=O)c1nnn(-c2nonc2N)c1CSc1ccc(C)cc1)c1cccs1	-7%
41	Cc1ccc(-c2noc(CSc3nnc(Cc4ccccc4)n3-c3cccc(C)c3)n2)cc1	?
42	COc1ccccc1CNS(=O)(=O)c1ccc(N2CCCCS2(=O)=O)cc1	-3%
43	Cc1ccc(NC(=O)CN2CCN(S(=O)(=O)c3ccc4c(c3)OCCO4)CC2)c(C)c1	16%
44	CNC(=O)C1CCC(Cn2c(=O)c3sccc3n(CC(=O)NCc3ccc(F)cc3)c2=O)CC1 (stereo not given)	6%
45	Cc1ccc(C(=O)O)cc1NC(=O)c1ccc2c(c1)C(=O)N(c1ccc([N+](=O)[O-])cc1)C2=O	3%
46	Cc1ccc(NC(=O)c2nc[nH]c2C(=O)Nc2ccccc2F)cc1	-2%
47	Cc1ccc(S(=O)(=O)c2nnn3c2nc(NCc2ccc4c(c2)OCO4)c2sccc23)cc1C	0%
48	COc1ccc(S(=O)(=O)N2CCOC2CNC(=O)C(=O)NCc2cccnc2)cc1OC (stereo not given)	3%
49	CCCN1C(C(=O)c2ccccc2)=C(OC(=O)COc2ccc(C)cc2)c2ccccc2S1(=O)=O	?
50	O=C(CN1C2CCCC1CC(NC(=O)C1CCCCC1)C2)NCc1ccc(F)cc1 (stereo not given)	2%

# The list goes on.
item	structure	aSyn tox rescue
51	Cc1cccc(NC(=O)c2ccc3c(c2)C(=O)N(c2ccccc2C)C3=O)n1	3%
52	Cc1onc(-c2ccccc2Cl)c1C(=O)OCc1nnc(-c2ccccc2)o1	14%
53	Cc1ccc(NC(=S)N(CCCN2CCCC2)Cc2cccn2Cc2ccc(Cl)cc2)cc1	-9%
54	CC(C(=O)N1CCOCCOCCOCCOCCOCC1)N1C(=O)c2ccccc2C1=O (stereo not given)	0%
55	Cc1cc2c(cc1S(=O)(=O)N(C)C1CCCCC1)OCC(=O)N2	-6%
56	Fc1ccc(C2CC(c3ccccc3)Nc3ncnn32)cc1 (stereo not given)	-5%
57	CCOC(=O)c1c(CSc2nc(C)cc(C)c2C#N)n(C)c2cc(Br)c(OC(C)=O)cc12	-2%
58	Cc1cc(NC(=O)c2ccc([N+](=O)[O-])cc2)n(C)n1	-1%
59	COC(=O)c1cn(Cc2cccnc2)c(=O)c2ccccc12	9%
60	Cc1ccc(Nc2nnc(SCC(=O)Nc3cc(C(=O)O)ccc3C)s2)c(C)c1	0%

# Reprinted at random: seven compounds from above, in no set order.
item	structure	aSyn tox rescue
56	Fc1ccc(C2CC(c3ccccc3)Nc3ncnn32)cc1 (stereo not given)	-5%
59	COC(=O)c1cn(Cc2cccnc2)c(=O)c2ccccc12	9%
55	Cc1cc2c(cc1S(=O)(=O)N(C)C1CCCCC1)OCC(=O)N2	-6%
58	Cc1cc(NC(=O)c2ccc([N+](=O)[O-])cc2)n(C)n1	-1%
52	Cc1onc(-c2ccccc2Cl)c1C(=O)OCc1nnc(-c2ccccc2)o1	14%
60	Cc1ccc(Nc2nnc(SCC(=O)Nc3cc(C(=O)O)ccc3C)s2)c(C)c1	0%
53	Cc1ccc(NC(=S)N(CCCN2CCCC2)Cc2cccn2Cc2ccc(Cl)cc2)cc1	-9%

# Next part:
item	structure	aSyn tox rescue
61	Cc1ccc(C(=O)CN2C(=O)NC3(CCc4ccccc43)C2=O)c(C)c1 (stereo not given)	1%
62	CC(=O)NC(CCS(C)(=O)=O)C(=O)Nc1c(C)cccc1C (stereo not given)	8%
63	NS(=O)(=O)c1ccc(CCNC(=O)c2cc(-c3ccccn3)nc3ccc(Br)cc23)cc1	-6%
64	CCOc1cc(CNC(=O)c2ccc3nc(CCc4ccccc4)oc3c2)ccc1OC	8%
65	COc1ccc([C@H]2C[C@H](n3cc(C4CC4)nn3)[C@@H](O)CN2C(=O)C2CCCCC2)cc1	5%
66	Cc1ccc(NC(=O)Cn2cc(S(=O)(=O)N3CCCC3)c(S(=O)(=O)N3CCCC3)c2)cc1C	4%
67	COc1ccccc1CNC(=O)COC(=O)c1ccccc1SCC(=O)N1CCCC1	7%
68	CCCn1nnnc1NC(=O)c1ccc(C)cc1Cl	4%
69	Nc1ccccc1SC(CC(=O)c1ccccc1)c1cccc([N+](=O)[O-])c1 (stereo not given)	-26%
70	COc1ccc(OC)c(C=NNC(=O)NN=Cc2cc(OC)ccc2OC)c1	5%

# (continued)
cpd	Molecule	aSyn tox rescue
71	CCOc1ccc(CNC(=O)c2ccc(NC(=O)N3CCCCc4ccccc43)cc2)cc1	-3%
72	COc1cc(C(=O)NCCSc2c(C)[nH]c3ccccc23)cc(OC)c1OC	9%
73	CCc1ccc(C(=O)NC2=NC(c3cc(OC)ccc3OC)CC(=O)N2)cc1 (stereo not given)	3%
74	Cc1cccc(N(Cc2ccccc2)C(=O)c2ccccc2F)c1	8%
75	Cc1ccc(CNC(=O)c2c(-c3cccc(Br)c3)noc2C)o1	0%
76	Cc1cc(C)c(C2=CSC3=NS(=O)(=O)CCN23)c(C)c1	9%
77	Cc1cccc(-n2c(Cc3cc(=O)[nH]c(=O)[nH]3)nnc2SCC(=O)NCC2CCCO2)c1 (stereo not given)	5%
78	Cc1cc(C)cc(NC(=O)Cn2nnc(C(=O)Nc3cc(C)cc(C)c3)c2N)c1	-1%
79	CCOc1ccc(-c2nonc2NC(=O)c2oc3c(C)c(C)ccc3c2C)cc1OCC	-1%
80	Cc1ccc(OCCC(=O)OCC(=O)NC(=O)NC2CCCCC2)cc1	11%
81	CCC(=O)N1c2ccccc2CC1C(=O)N1CCN(c2cccc(Cl)c2)CC1 (stereo not given)	-6%
82	Cc1noc(/C=C/c2ccco2)c1S(=O)(=O)N1CCC(C(=O)Nc2ccc(F)cc2F)CC1	1%
83	COc1ccccc1N(CC1CO1)S(=O)(=O)c1ccc(C)cc1 (stereo not given)	-3%
84	CC(C)CCNC(=O)c1cc2c(s1)-c1ccccc1S(=O)(=O)C2	-5%
85	Cc1ccccc1C(=O)Nc1nnc(S(=O)(=O)N(C)Cc2ccccc2)s1	-9%
86	COc1ccc(NC(=O)C2CCC(CNS(=O)(=O)c3csc(C(N)=O)c3)CC2)cc1 (stereo not given)	-5%
87	CCOc1ccc(CCNC(=O)Cn2nc(C)c3c(C)n(-c4ccccc4)nc3c2=O)cc1OCC	0%
88	CC(CC(=O)N1CCN(S(=O)(=O)c2ccccc2)CC1)n1cncn1 (stereo not given)	4%
89	COCCNC(=O)NC(=O)COC(=O)c1cccn1C	4%
90	COc1ccc(NC(=O)c2ccc(OCc3c(C)noc3C)c(OC)c2)cn1	9%
91	Cc1ccc(C)c(N2CCN(C(=O)C3CCC(CNS(=O)(=O)c4cccs4)CC3)CC2)c1 (stereo not given)	1%
92	Cc1c(C)c2c(cc(C)c3c(-c4ccccc4)coc32)oc1=O	-5%
93	O=C(NNC(=O)C12CC3CC(CC(C3)C1)C2)[C@@H]1C[C@H]1c1ccccc1	1%
94	COc1ccc(CNS(=O)(=O)c2ccc(C(=O)N(C)C)s2)cc1	0%
95	Cc1nn(CC(=O)NC2CCCCC2)c(=O)c2cc3cc(F)ccc3n12	8%
96	O=C(NCCO)/C(=C/c1cccc([N+](=O)[O-])c1)NC(=O)c1ccco1	3%
97	O=C(OCC(=O)N1CCNC1=O)c1ccccc1Cl	1%
98	O=C(Nc1ccc2nc(SCC(=O)N3CCCC3)sc2c1)c1ccc(Br)cc1	-8%
99	CC(=O)c1ccc(NC(=O)CCNC(=O)c2ccccc2Cl)cc1	-4%
100	CC1(C)OC(=O)C(=NNc2ccc(C(=O)O)cc2)C(=O)O1	-14%
101	CCOc1ccccc1CNS(=O)(=O)c1ccc2[nH]c(=O)ccc2c1	-3%
102	Cc1ccc(C)c(SCC(=O)N(C)CC(=O)Nc2ccc(N3CCOCC3)cc2)c1	2%
103	Cc1ccc(NCC(=O)Nc2cccc(S(=O)(=O)N(C)C)c2)c(Cl)c1	1%
104	CCOc1cccc(Cc2c[nH]c(=O)[nH]c2=O)c1	-4%
105	Cc1ccc(N(CC(=O)Nc2ccc(C)c(F)c2)S(=O)(=O)c2c(C)n[nH]c2C)cc1	17%
106	Cc1cccc(NC(=O)CSc2nc3c(sc4ccccc43)c(=O)n2CCCC(=O)NC2CCCC2)c1	-1%
107	CCOc1ccc(CNC(=O)CCCn2c(=O)c3cccn3c3ccccc32)cc1	3%
108	Cc1ccccc1-c1nc(CS(=O)(=O)CC(=O)N2CCN(c3ccccc3)CC2)c(C)o1	?
109	Cc1nc(NC(=O)Nc2ccc(Cl)cc2)sc1C	-2%
110	CCn1c(=O)cc(SCC(=O)NCCc2cc(OC)ccc2OC)c2ccccc21	-8%
111	COc1ccc2nc(NC3=NC(c4ccccc4)CC(=O)N3)nc(C)c2c1 (stereo not given)	11%
112	COc1ccccc1CNc1ncnc2c1c(-c1ccccc1)cn2-c1cccc(C)c1	4%
113	CN(C(=O)c1nc(-c2ccccc2)n(-c2ccccc2)n1)C1CCS(=O)(=O)C1 (stereo not given)	10%
114	Cc1ccc(NC(=O)CS(=O)CC(=O)N2CCN(C3CCCC3)CC2)cc1 (stereo not given)	15%
115	Nc1ccccc1Nc1cc(-c2ccccc2)nn1-c1cccc(Cl)c1	5%
116	CC(C)(C)C(=O)Cn1c(=O)n(-c2ccc(F)cc2F)c(=O)c2sccc21	1%
117	Cc1cccc(N(C)S(=O)(=O)c2cc(-c3cnc(C4CC4)o3)ccc2C)c1	-12%
118	COCCN(C(=S)Nc1cccc(C)c1C)C(C)c1ccco1 (stereo not given)	9%

# 4 entries from above, with each value named.
51: Cc1cccc(NC(=O)c2ccc3c(c2)C(=O)N(c2ccccc2C)C3=O)n1
- aSyn tox rescue: 3%
52: Cc1onc(-c2ccccc2Cl)c1C(=O)OCc1nnc(-c2ccccc2)o1
- aSyn tox rescue: 14%
53: Cc1ccc(NC(=S)N(CCCN2CCCC2)Cc2cccn2Cc2ccc(Cl)cc2)cc1
- aSyn tox rescue: -9%
54: CC(C(=O)N1CCOCCOCCOCCOCCOCC1)N1C(=O)c2ccccc2C1=O (stereo not given)
- aSyn tox rescue: 0%
